RORA act: RORA (human) activation. CHO-K1 Gal4-RORA LBD luciferase reporter, luminescence; percent increase over mock-subtracted basal signal. 65,000 tested, 1.5% active. P35398. activation, % at 10 µM;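 active means activation above the mean of all tested compounds plus 3 SD, cut at about 49% in these data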;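 further: 0% = DMSO-treated RORA cells and 100% = added signal equal to DMSO minus mock-transfected cells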
NADH enzymes: inhibitors of enzymes used to reach an NAD/NADH endpoint; coupled PK/LDH NADH assays, four targets; IC50, µM (highest dose often 10 µM), inactives show at the top dose inhibition; 65,000 tested, 0.02% active;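 active means single-dose screening hits from any of four coupled enzyme assays that gave an IC50 when retested across doses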;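 further: the DPM-DC format reads NADH fluorescence rather than 340 nm absorbance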
HTR1A agonist: activates the human 5-HT1a serotonin receptor. activation, % at 10 µM. CHO 5-HT1a Ga15 NFAT-bla reporter, FRET ratio; 0% basal, 100% maximal reference agonist. P08908. 65,000 tested, 0.56% active;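 active means activation above the screen-wide mean activation plus 3 SD, cut at about 19% in these data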;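 further: 0% = DMSO wells and 100% = 5-CT at EC100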
Abs 340nm: compounds absorbing at 340 nm | compound absorbance at 340 nm, fold over control | fold change at 10 µM | 65,000 tested, under 10 active | AID 708;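 active means at 10 µM dose, initial 340 nm absorbance at least 2 fold that of control wells; inactive means change under 2 fold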;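 further: initial absorbance extrapolated from kinetic A340 decline of NADH oxidation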
SF-1 act: activators of human nuclear receptor SF-1. 65,000 tested, 1.9% active. activation, % at 10 µM. CHO-K1 Gal4-SF-1 LBD luciferase reporter; % increase over DMSO SF-1-specific signal. Q13285;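 active means activation above the mean activation of all tested compounds plus 3 SD, cut at about 50% in these data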
Target sequence (Q13285 whole entry, looked up, the tested form may be a part): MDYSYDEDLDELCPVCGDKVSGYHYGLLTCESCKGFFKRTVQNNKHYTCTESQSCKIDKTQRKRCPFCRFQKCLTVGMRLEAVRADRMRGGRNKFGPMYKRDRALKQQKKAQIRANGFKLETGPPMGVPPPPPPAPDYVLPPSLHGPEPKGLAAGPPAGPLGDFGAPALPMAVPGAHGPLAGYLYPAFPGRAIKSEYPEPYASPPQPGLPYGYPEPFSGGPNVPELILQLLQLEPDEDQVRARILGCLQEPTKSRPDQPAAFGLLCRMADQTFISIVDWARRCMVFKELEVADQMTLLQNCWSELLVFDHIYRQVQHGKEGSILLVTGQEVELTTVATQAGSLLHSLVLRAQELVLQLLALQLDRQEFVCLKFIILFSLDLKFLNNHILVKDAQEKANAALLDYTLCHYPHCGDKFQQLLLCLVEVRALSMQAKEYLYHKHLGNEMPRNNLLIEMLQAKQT
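System: CHO-K1 cells with Gal4–hSF-1 LBD chimera plus Gal4-driven luciferase; quantity: 4,000 CHO-K1 cells per well; compound: one dose, 10 µM compound, 1% DMSO; times: 20 h compound treatment, 37 °C; measured by: SteadyLite luciferase luminescence; read-out: percent activation versus DMSO; benchmarks: DMSO and mock-transfected background; replicates: one test per compound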
5-HT1A blocker: blocks the human serotonin 5-HT1a receptor; P08908; CHO 5-HT1a Ga15 NFAT-bla reporter, antagonist mode; inhibition, % at 10 µM; 62,000 tested, 0.68% active;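 active means inhibition above the mean of all tested compounds plus 3 SD, cut at about 43% in these data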;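 further: receptor stimulated by 5-CT agonist at 100 nM near EC80; beta-lactamase reporter measured by ratiometric fluorescence of a cleavable substrate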
MMP-13 inhibitor: inhibitors of human MMP13 | AID 570 | 65,000 tested, 0.07% active | inhibition, % at 4 µM | MMP-13 fTHP FRET cleavage, Mca fluorescence;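 active means inhibition above the mean of compound-free control plate wells plus 3 SD, cut at about 14% in these data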;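 further: 0% = DMSO wells and 100% = wells with reference MMP-13 inhibitor after basal subtraction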
TNAP act DEA: activates human TNAP at intermediate phosphate acceptor concentration; P05186; purified TNAP, CDP-star luminescence, 100 mM DEA, 30 min; hits give high values; scale: 0 levamisole-inhibited, 1 vehicle-only enzyme; activation factor at 20 µM; 64,000 tested, under 10 active;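 active means activation factor of at least 2 at 20 µM, relative to controls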
Target sequence (P05186 whole entry, looked up): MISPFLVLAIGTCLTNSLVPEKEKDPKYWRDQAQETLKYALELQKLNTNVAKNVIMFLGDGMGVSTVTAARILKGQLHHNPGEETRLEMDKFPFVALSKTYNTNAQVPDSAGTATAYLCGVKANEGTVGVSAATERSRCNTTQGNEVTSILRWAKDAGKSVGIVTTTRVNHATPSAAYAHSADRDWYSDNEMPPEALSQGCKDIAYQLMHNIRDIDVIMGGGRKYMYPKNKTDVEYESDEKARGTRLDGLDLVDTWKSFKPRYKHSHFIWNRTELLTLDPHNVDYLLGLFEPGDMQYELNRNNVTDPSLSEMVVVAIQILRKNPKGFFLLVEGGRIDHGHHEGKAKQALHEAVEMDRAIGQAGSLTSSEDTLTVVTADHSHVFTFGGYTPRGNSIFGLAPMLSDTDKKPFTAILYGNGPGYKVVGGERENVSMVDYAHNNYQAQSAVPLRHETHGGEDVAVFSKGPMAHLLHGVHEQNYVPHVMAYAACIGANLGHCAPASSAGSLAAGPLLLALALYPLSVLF
Autofluor 339: intrinsic fluorescence of library compounds, ex339/em460 – biochemical, MLSMR library, data from DPM-DC assay, artefact control, profiling panel; 65,000 tested, 5.5% active; AID 709; fluorescence fold increase at 10 µM; compound autofluorescence, ex339/em460 nm, NADH buffer; hits give high values; 1 = no-compound wells, NADH background;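 active means at 10 µM, mean starting fluorescence two-fold or more over control wells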;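 further: signal is the first read of a kinetic run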
Numbers without * were called inactive; . = not tested or not shown; [ ] = remark or other dose.

SMILES	RORA act	NADH enzymes	HTR1A agonist	Abs 340nm	SF-1 act	5-HT1A blocker	MMP-13 inhibitor	TNAP act DEA	Autofluor 339
O=C(NCc1cccs1)c1cccnc1C(=O)O	-18	7%	-3.7	1	3	-8	3	0.9	1
COC(=O)c1ccc(Oc2nc(NC(C)C)nc(N(C)C)n2)cc1	3	2%	-0.5	1	2	-10	-2	0.8	1.1
CCOc1cccc(-c2nnc(SCC(=O)Nc3cccc(OC)c3)n2N)c1	17	2%	-3.8	1	-4	-2	-1	0.9	1.1
COc1ccc(OC)c(/C=N/c2oc(-c3ccco3)c(-c3ccco3)c2C#N)c1	-23	6%	1.6	1.1	-5	-14	-3	0.8	1.2
COc1ccc(-n2nnnc2SCC(=O)Nc2ccc3c(c2)OCCO3)cc1OC	-7	6%	-2.8	0.99	1	-2	-3	0.9	1.1
C=CCn1c(O)c(C2=c3ccccc3=NC2=O)s/c1=N/c1nccs1	-7	6%	-4.4	1.1	-28	-3	13	0.8	1.1
CCOc1cc(C)c(C(C)C)cc1S(=O)(=O)NCc1ccccn1	-4	4%	-0.8	1	-8	-6	5	0.9	1.1
Fc1cccc2sc(N3CCOCC3)nc12	3	5%	-3.1	0.97	40	-8	5	1	1
c1coc(C2Nc3ccccc3-c3nc4ccccc4n32)c1 (configuration not stated)	71*	6%[fluoresces]	0.9	1.1	76*	13	-308[fluorescence artefact?]	0.9	2.3*
COc1cccc2c(=O)c3c(cnn3C)n(C)c12	-4	1%[fluoresces]	11	1	-5	-29	-277[fluorescence artefact?]	0.9	2.5*
O=C(O)c1ccccc1NC(=O)C1CCCO1 (configuration not stated)	10	9%	-0.5	1	7	-3	4	0.9	1.1
Cc1ccccc1-n1nc2c(c1NC(=O)c1ccc(S(=O)(=O)N(C)C)cc1)CSC2	-10	5%	-2.2	0.98	5	0	6	1	1.1
O=C(CCNS(=O)(=O)c1cccc2nsnc12)NCCC1=CCCCC1	1	4%	-1.2	1.1	4	3	4	0.9	1.2
Cc1cc(C(=O)Nc2ccccn2)cs1	56*	5%	-3.6	1	62*	-4	0	0.9	1.1
COCCCNC(=O)CC(NS(=O)(=O)c1ccc(Cl)cc1)c1ccco1 (configuration not stated)	1	2%	-2.6	0.99	7	-3	-8	0.8	1

Looked up by compound from the entries so far (two):
SMILES	RORA act	NADH enzymes	HTR1A agonist	Abs 340nm	SF-1 act	5-HT1A blocker	MMP-13 inhibitor	TNAP act DEA	Autofluor 339
O=C(CCNS(=O)(=O)c1cccc2nsnc12)NCCC1=CCCCC1	1	4%	-1.2	1.1	4	3	4	0.9	1.2
CCOc1cccc(-c2nnc(SCC(=O)Nc3cccc(OC)c3)n2N)c1	17	2%	-3.8	1	-4	-2	-1	0.9	1.1

(further entries)
SMILES	RORA act	NADH enzymes	HTR1A agonist	Abs 340nm	SF-1 act	5-HT1A blocker	MMP-13 inhibitor	TNAP act DEA	Autofluor 339
O=C1c2ccccc2C(=O)N1CCCc1nc2ccccc2c(=O)n1CCCn1ccnc1	15	5%	2.4	0.98	2	3	-3	0.5	1.1
Cc1nn(Cc2ccc(F)cc2)c(C)c1NC(=O)c1noc2c1CCCCC2	1	9%	-0.6	0.98	-1	1	6	0.9	0.89
O=C(c1ccccc1)c1nnc(-c2ccccc2F)o1	24	3%	-4.2	1	48	-5	6	0.9	1.1
CCc1nnc(NC(=O)CSc2nnc(-c3ccccc3OC)n2-c2ccccc2)s1	4	3%	1.0	0.99	17	4	-2	0.9	1.1
COc1ccc(NC(=O)Cn2nnc(-c3ccccc3F)n2)cc1	-1	1%	-1.2	1	-5	2	1	0.8	1.1
Cc1cc(OCc2nn[nH]n2)c2c(-c3ccccc3)cc(=O)oc2c1	-4	2%	-1.1	1.1	8	-2	-9	0.8	2*
CCOC(=O)N1CCN(C(=O)c2cn(C)c(=O)c3c2c2ccccc2n3C)CC1	-22	12%	-3.0	1.1	3	-7	-36	1	3.5*
CCOc1nc(C)ccc1-c1noc(-c2ccncc2)n1	14	3%	-0.5	1	36	-12	-8	0.9	1.1
CCC(=O)N1CCCc2cc(S(=O)(=O)N3CCC(N4CCCCC4)CC3)ccc21	5	6%	-2.4	0.99	8	5	2	0.9	1.1
CCCCCC(=O)Nc1cccc(-c2nc3ncccc3o2)c1	38	11%	-1.7	0.98	10	-11	-57	0.9	1.6
CNc1csc(C)c(C)c1=O	-20	3%	-1.9	1	5	9	-22	1	1.1
CCOc1ccc(NS(=O)(=O)c2ccc3[nH]cc(C(=O)NCCOC)c(=O)c3c2)cc1	6	3%	-4.8	1.1	-12	-13	-1	0.9	1.2
CC(C)(C)c1cc(NC(=O)c2cc(F)c(F)c(F)c2F)no1	7	1%	-2.7	0.99	7	-5	1	0.8	1
CCOC(=O)C1CCN(C(=O)c2oc3ccc(S(=O)(=O)N4CCCCCC4)cc3c2C)CC1	14	9%	4.6	1	-7	7	-4	0.9	1.1
CN(Cc1ccccc1)C(=O)Nc1ccccc1	3	4%	-2.7	1	9	0	0	0.9	1.1
CCOC(=O)N1CCC(NC(=O)c2cnn3ccccc23)CC1	6	6%	1.3	1	-1	10	-35	0.9	1.3
CC(=O)c1ccc(OCC(O)CN2C(C)CCCC2C)cc1 (configuration not stated)	6	9%	-1.1	1	12	-12	-6	0.9	1.1
O=C(NCc1ccco1)c1ccc2c(c1)C(=O)N(Cc1ccccc1)C2=O	5	1%	-2.3	1	0	17	-1	0.9	1.1
O=C(NC1CC2CCC(C1)N2Cc1nnnn1Cc1ccco1)NC12CC3CC(CC(C3)C1)C2 (configuration not stated)	1	6%	-2.6	1	-5	-6	2	1	1.1
COCCn1c(C)cc(C(=O)COc2nc3ccccc3nc2C)c1C	-27	18%	-2.5	1.1	-1	10	6	1	1.1
COc1nc(OCCNC(=O)Nc2ccccc2)nc(N(C)C)n1	-14	3%	4.0	1	-5	-5	0	0.9	1.1
CCCNC(=O)c1cc(-c2ccc(OC)cc2)on1	43	6%	0.0	1	32	-4	-2	1	1.1
COc1ccc(CCC(C(O)C(F)(F)F)S(=O)c2ccccc2)cc1 (configuration not stated)	8	3%	-1.4	1	12	9	6	1	1.1
CCOC(=O)c1c(-c2ccc(C)o2)csc1N	6	0%	-5.2	1	-10	10	5	0.9	1.1
CN(Cc1cccs1)S(=O)(=O)c1cccs1	-3	7%	-2.1	0.97	-1	7	-2	0.9	1.1
Cc1ccoc1C(=O)NCCCNC(=O)c1occc1C	-4	5%	-4.5	1	4	3	1	1.1	1.2
CC(C)(C)c1cc(NC(=O)c2cccnc2)no1	37	2%	0.2	1.1	75*	-7	-1	1	1.1
COc1ccc(-c2nnc(SCC(N)=O)n2N)cc1	-7	0%	-3.2	1	-10	-2	6	0.9	1.1
O=C(Nc1ccc2nc3n(c(=O)c2c1)CCCCC3)c1ccccn1	54*	17%	-1.7	1.1	28	-12	2	0.9	0.65
COc1ccc(N(CC(=O)Nc2cc(OC)ccc2OC)S(=O)(=O)c2c(C)nn(C)c2C)cc1	10	9%	3.6	1	15	0	-4	0.9	1.1
O=C(c1ccccc1-c1ccccc1)N1CCOCC1	2	9%	-2.5	1	-2	3	3	0.9	0.82
CCC1CCCCN1c1nc(-c2ccncc2)nc2ccccc12 (configuration not stated)	-7	1%	3.8	1	7	.	-1	0.8	1.1
O=C(CN1C(=O)CSc2ncccc21)NCCN1CCOCC1	4	4%	0.2	1	-12	0	0	0.9	1.1
COc1ccc(NC(=O)CCNC(C)=O)cc1NS(=O)(=O)c1ccc(F)cc1	8	8%	-1.4	1	-17	1	9	0.9	0.86
CCn1c(SCC(=O)Nc2cc(NC(C)=O)ccc2OC)nnc1-c1ccncc1	7	0%	-1.0	1	-14	-4	4	0.9	1.1
CCn1cc(C(=O)NCCc2ccccc2)c(=O)c2cc(F)c(N3CCN(C)CC3)cc21	28	4%	3.4	1	10	.	-59	0.9	1.6
Cc1cc2c(c(=O)n1Cc1ccccn1)C(c1ccc3c(c1)OCO3)C(C#N)=C(N)O2 (configuration not stated)	-11	2%	0.9	1	11	.	-6	0.9	1.1
CCOC(=O)C1Cn2c(nc3c(c2=O)C(C)(C)Cc2ccccc2-3)S1 (configuration not stated)	15	12%	-0.7	1.1	-17	-8	-5	0.8	1.5
CC(=O)Nc1cc(NC(=O)C2C3C=CC(C3)C2C(=O)O)ccc1Cl (configuration not stated)	-24	3%	-1.5	1	-4	4	2	0.9	0.86
O=C(NC1CCCCCCC1)c1c(O)c2ccccc2[nH]c1=O	19	6%	1.3	1.1	19	-22	5	0.9	1.1
CNc1cc(-n2nc(C)cc2-c2ccccc2)ncn1	11	3%	-0.7	1	-9	21	4	0.9	1.1
Cc1ccc(-c2nc(CS(=O)CC(=O)NCc3ccc(Cl)cc3)c(C)o2)cc1 (configuration not stated)	7	8%	-0.5	1.1	-9	16	0	0.9	1.1
CCOc1ccc(C(=O)CN2CCN(S(=O)(=O)c3ccc(F)cc3)CC2)cc1	-18	4%	-2.0	0.98	11	-7	-16	1	1.2
O=C(c1ccc2nc(N3CCOCC3)sc2c1)N1CCC2(CC1)OCCO2	15	4%	-3.5	0.99	4	3	-1	0.9	1
O=C1c2cccnc2C(O)N1Cc1cccs1 (configuration not stated)	16	7%	0.5	1	12	-12	-4	1	1.1
Cn1c(=O)c(C(=O)c2ccccc2)nc2ccccc21	-15	5%	2.1	1.1	-1	-12	8	0.9	1.1
O=C(COC(=O)c1cnccn1)c1ccc(OC(=O)c2ccccc2)cc1	22	3%	-1.9	1.1	-2	0	-6	0.8	0.98
O=C(NCc1ccc2c(c1)OCO2)c1ccc(NC(=O)C2CCCO2)cc1 (configuration not stated)	-8	3%	-0.6	1.1	-4	4	0	0.9	1.1
CCN1CCN(Cc2nc3c(c(=O)n(C)c(=O)n3C)n2Cc2cccc3ccccc23)CC1	-3	6%	0.5	0.96	5	7	-3	.	1.1
COc1ccc(-c2nnc3sc(-c4ccco4)nn23)cc1OC	0	6%	4.8	1	-17	-11	6	1	1.1
O=C(CCN1C(=O)CSC1=O)Nc1ccccc1	-18	2%	-0.6	0.98	-8	-4	3	0.9	1.1
CC(C)(C)N1C(=O)c2ccc(C(=O)Nc3nccs3)cc2C1=O	25	7%	1.5	1.1	34	-2	4	1	1.1
CC(C)Cn1c(SCC(=O)NC2CCCc3ccccc32)nc(O)cc1=O (configuration not stated)	18	5%	-0.4	1	-14	-13	3	1	1.1
Cc1ccc(Cn2c(=O)cc(C(=O)O)c3ccccc32)cc1	4	9%	-3.6	1	3	5	-2	1	1.5
Cc1ccc(-n2c(CNc3ccc(F)cc3)nnc2SCC(=O)NCc2ccco2)cc1	-10	5%	-0.8	0.98	12	3	0	1	1.1
COc1ccc(NC(=O)Nc2ccc(N(C)C)cc2)cc1	58*	8%	-4.2	1	29	5	5	0.9	1.1
CCOC(=O)C1CCN(C(=O)CNC(=O)OC(C)(C)C)CC1	18	7%	-2.6	1	-4	-10	-1	0.9	1.1
COC(=O)c1ccccc1NC(NC(=O)c1ccco1)C(=O)c1ccccc1 (configuration not stated)	-6	0%	-5.0	1.1	11	32	1	1	1.2
Cc1cc(C(=O)N2CCN(c3ccccn3)CC2)no1	-9	3%	0.1	1	7	-2	-4	0.9	1.2
O=C1N(Cc2ccccc2)CCCC12CCCN(Cc1ccccc1)C2=O	-2	6%	0.4	1.1	-6	-7	1	0.9	1.1
